PMI act: phosphomannose isomerase (human) activation; purified human PMI, coupled resazurin fluorescence, 20 min; stronger effect = higher value; 1 = vehicle control, 0 substrate-free wells; activation factor at 20 µM; hit rate 0.005% among 190,000; AID 1214;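 active = activation factor of 2 or more at 20 µM, relative to plate controls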
L major viab: Leishmania major promastigote growth inhibition; Leishmania major promastigotes, resazurin fluorescence viability; inhibition, % at 10 µM; hit rate 9% among 200,000;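 also: promastigotes grown with compound for 44 hours at 28 °C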
Diaphorase act: activates diaphorase or chemically reduces, flagging diaphorase assay artifacts | Diaphorase/resazurin coupled assay, resorufin fluorescence, 16 min; stronger effect = higher value; 1 = vehicle wells, 0 = NADH-free wells | activation factor at 20 µM | hit rate 0.005% among 190,000 | AID 1229;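 active = diaphorase activity raised at least twofold by the compound at 20 µM; inactive = activation factor below 2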
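Material: bacterial diaphorase enzyme (C. kluyveri); amount: enzyme 0.07 U/mL final; reagent: NADH substrate 0.114 mM plus resazurin dye 0.1 mM, final; doses: single compound dose of 20 µM, 1% DMSO final; timing: 16 min enzyme reaction, ambient temperature; measured by: fluorescence of resorufin, 544 nm excitation, 590 nm emission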
TLR4 MyD88 comp: inhibitors of human TLR4-MyD88 binding. O00206+Q99836. hit rate 0.18% among 200,000. HeLa CL3-4 TLR4/MyD88 BLA complementation, FRET ratio. inhibition, % at 8.4 µM. AID 861; in the data active = inhibition above about 25%;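 also: 0% = vehicle and 100% = reference inhibitor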
Target sequence (O00206 whole entry, looked up): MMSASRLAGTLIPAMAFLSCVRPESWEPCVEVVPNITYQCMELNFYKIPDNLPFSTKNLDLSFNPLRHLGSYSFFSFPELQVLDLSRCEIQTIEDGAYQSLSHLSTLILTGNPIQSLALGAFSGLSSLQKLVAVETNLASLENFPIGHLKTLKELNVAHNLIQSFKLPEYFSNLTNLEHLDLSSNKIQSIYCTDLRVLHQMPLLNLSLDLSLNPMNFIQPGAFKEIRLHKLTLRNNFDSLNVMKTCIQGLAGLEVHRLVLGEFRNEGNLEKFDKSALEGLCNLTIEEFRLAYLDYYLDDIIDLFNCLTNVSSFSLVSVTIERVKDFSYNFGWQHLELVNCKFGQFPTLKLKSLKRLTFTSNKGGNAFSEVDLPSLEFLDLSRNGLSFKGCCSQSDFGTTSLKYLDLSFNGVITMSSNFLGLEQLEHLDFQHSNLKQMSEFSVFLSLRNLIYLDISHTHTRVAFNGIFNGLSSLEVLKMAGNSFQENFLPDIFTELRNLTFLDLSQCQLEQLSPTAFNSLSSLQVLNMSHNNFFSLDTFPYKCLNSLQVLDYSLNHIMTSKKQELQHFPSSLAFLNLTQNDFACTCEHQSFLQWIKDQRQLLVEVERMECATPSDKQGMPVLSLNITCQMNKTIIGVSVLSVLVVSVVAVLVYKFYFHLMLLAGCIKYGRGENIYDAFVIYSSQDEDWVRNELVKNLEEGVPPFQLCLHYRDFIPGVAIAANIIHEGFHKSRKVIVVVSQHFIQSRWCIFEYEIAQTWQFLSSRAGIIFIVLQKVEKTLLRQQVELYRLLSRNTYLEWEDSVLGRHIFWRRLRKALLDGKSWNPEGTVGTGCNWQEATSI
Target sequence (Q99836 whole entry, looked up): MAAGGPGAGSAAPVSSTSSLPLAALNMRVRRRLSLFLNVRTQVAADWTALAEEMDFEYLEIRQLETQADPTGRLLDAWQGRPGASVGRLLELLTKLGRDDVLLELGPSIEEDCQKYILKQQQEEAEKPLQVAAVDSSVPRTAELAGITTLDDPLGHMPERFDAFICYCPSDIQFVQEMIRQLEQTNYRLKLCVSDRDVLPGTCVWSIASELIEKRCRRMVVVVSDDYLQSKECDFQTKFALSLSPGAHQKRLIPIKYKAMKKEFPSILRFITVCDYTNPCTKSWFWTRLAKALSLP
DTT redox prof: compounds producing H2O2 with reducing agent – biochemical, NIH compound library profiling, artefact control for MLSCN library redox annotation, primary screen. DTT-dependent redox cycling H2O2, phenol red/HRP absorbance; 100% = 100 µM peroxide control, 0% = buffer. activation, % at 10 µM. hit rate 0.03% among 200,000. AID 878;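 active = activation of at least 50% relative to the plate's high and low controls in the primary single-dose screen; inactive = activation below 50%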;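 also: compound incubated with DTT at 0.8 mM final as the reducing agent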
Diaph inh CS: counter-screen for diaphorase-based assays: diaphorase inhibitors and chemical oxidizers; diaphorase resazurin-to-resorufin fluorescence, NADH, 16 min; bacterial (C. kluyveri) enzyme, not human; inhibition, % at 20 µM; hit rate 0.69% among 190,000; AID 1217;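 active = primary screen inhibition at 20 µM above a set limit, cut at about 50% in these data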;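 also: plate controls were DMSO with full reaction for no effect and wells lacking NADH for full effect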
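Assay system: diaphorase enzyme from Clostridium kluyveri; Input: enzyme working solution with 0.14 U/mL diaphorase; Timing: 16 min at room temperature; Technique: resorufin fluorescence, excitation 544 nm, emission 590 nm; Benchmarks: positive control minus NADH, DMSO neutral control.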
PMI act satM6P: increases human PMI activity with near-saturating mannose 6-phosphate. P34949. coupled PMI enzyme assay, resazurin fluorescence, 20 min; stronger effect = higher value; 1 = untreated enzyme, 0 = substrate-free blank. activation factor at 20 µM. hit rate 0.34% among 190,000;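 active = activation factor of 2 or more at 20 µM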
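Test system: human phosphomannose isomerase with PGI, G6PDH, diaphorase coupling enzymes; amount: 15 ng/mL PMI; incubation: enzyme reaction with compound 20 min at room temperature; technique: resorufin fluorescence (Ex 544/Em 590 nm) from resazurin via diaphorase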
S1P3 antagonist: antagonists of human S1P3 receptor. hit rate 0.27% among 170,000. CHO S1P3 NFAT-BLA reporter, FRET fluorescence, antagonist mode. AID 485. inhibition, % at 4.98 µM. Q99500;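 active = inhibition above the plate cutoff, the mean inhibition of test wells on that plate plus 3 SD, cut at about 28% in these data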;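 also: cells challenged with S1P at its EC80 of 0.8 µM; blue over green emission ratio from cleaved BLA substrate after 4 h stimulation; 0% = S1P-stimulated wells and 100% = unstimulated DMSO-only wells; some compounds past the cut are filed as inactive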
RAM inhibit: yeast RAM network inhibition | S. cerevisiae dse1pr::URA3 reporter, 5-FOA growth OD615, 2 d; analog-sensitive cbk1-as2 kinase mutant strain | inhibition, % at 50 µM | hit rate 1.8% among 190,000 | AID 868;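 active = inhibition above a set limit, 3 SD over mean compound inhibition, cut at about 8.4% in these data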;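 also: 0% = DMSO-only wells with no growth and 100% = 10 µM 1-NA-PP1 full growth; inhibition rescues growth on 5-FOA so higher OD means more RAM inhibition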
Hsp70 act: transcriptional activators of Hsp70. HeLa Hsp70 promoter luciferase reporter, luminescence; scaled: vehicle 0, proteasome-inhibitor control 100%. activation, % at 10 µM. hit rate 0.04% among 200,000;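 active = activation above the mean across all tested compounds plus 3 SD, cutoff set per campaign, cut at about 5.5% in these data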;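 also: 100% = MG132 at 30 µM as the positive control and 0% = DMSO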
G6PDH counter: L. mesenteroides G6PDH inhibition counter-screen; Purified L. mesenteroides G6PDH, diaphorase/resazurin coupled fluorescence, 45 min; inhibition, % at 5 µM; hit rate 0.12% among 200,000; AID 1020
* = called active by the depositor; x = no result given. Rule as the data show it, unless noted: active = inhibition above about 50%; inactive = the rest. An excerpt; the hit share may differ from the screen's.

SMILES	PMI act	L major viab	Diaphorase act	TLR4 MyD88 comp	DTT redox prof	Diaph inh CS	PMI act satM6P	S1P3 antagonist	RAM inhibit	Hsp70 act	G6PDH counter
CN(CCCCC(=O)/C=N/O)Cc1ccccc1 (tested in a mixture with another compound)	1.1	-3	1	6	0.1	3	1.1	x	3.1	-0.1	-4
CCCCC1(CCCC)C(=O)NC(=Nc2cccc(C)c2)NC1=O	1	26	1	14	1.4	2	1.1	x	3.0	-0.2	10
CCN(CC)CCN=Cc1c(O)n(C2CCCCCC2)c(=O)[nH]c1=O	1	0	0.9	-7	-12	10	1	0	-1.0	-0.5	4
Cc1cc(C)cc(N2C(=O)NC(=O)/C(=C\c3cccn3-c3ccccc3)C2=O)c1	0.9	36	1	24	0.0	3	1	8	9.8*	-0.1	11
O=C1NCN(c2ccccc2)C12CCNCC2	0.9	10	1	-2	2.2	4	0.9	-32	2.8	0.2	4
CCCCCCCCCOc1ccc2[nH]cc(CCN)c2c1	1	x	3.3*	x	x	-227	1	-1	x	0.0	0
O=c1[nH]c(O)c(N=Nc2ccc([N+](=O)[O-])cc2)c(=O)[nH]1	1.2	7	1.1	-4	0.0	-15	1.1	-27	2.3	0.0	1
CC(=NCCN1CCCCC1)c1c(O)n(Cc2ccccc2)c(=O)[nH]c1=O	1.2	-5	1.1	-6	2.9	-6	1.3	8	0.5	0.0	3
CC(C)OP(=O)(OC(C)C)C(O)c1cccnc1 (configuration not stated)	1.2	-5	1	1	-0.2	-4	1.2	1	2.2	-0.5	-1
Cc1nn(Cc2ccccc2)c(Cl)c1C(=O)OCC(=O)NCC1CCCO1 (configuration not stated)	1	-3	0.9	2	-1.7	6	0.9	-23	1.6	-0.2	7
CCCCc1nc2ccccc2c(=O)n1-c1ccccc1O	0.9	3	0.9	-7	-0.1	13	0.9	x	1.2	0.3	6
O=C(c1sc2ccccc2c1Cl)N1CCC2(CC1)OCCO2	0.9	-4	1	-2	-3.1	0	0.9	7	0.1	-0.3	24
C/C(=N\NC(N)=O)c1c(O)n(C)c(=O)n(C)c1=O	1	-7	1	9	-3.0	4	0.9	-24	-0.6	-0.3	8
Cc1cc(/C=C2\C(=O)NC(=O)N(c3ccc(Br)cc3)C2=O)c(C)n1C	1.3	-8	1	18	-1.4	-2	1.1	4	11*	0.1	6
C[C@]12CC[C@@H](O)C[C@@H]1CC[C@@H]1[C@@H]2CC[C@]2(C)[C@@H](O)CC[C@@H]12	1	-7	0.9	16	-0.7	7	1	2	4.0	-0.2	6
CCC1(CC)C(=O)N(Cc2ccccc2)C(=O)N(Cc2ccccc2)C1=O	0.9	82*	0.9	-2	0.0	8	0.9	x	0.3	-0.2	4
Cc1ccc(NC(=O)CN2C(=O)CN=C(c3ccccc3)c3cc(Cl)ccc32)cc1	0.9	61*	0.7	0	-0.8	27	0.9	x	0.5	-0.2	5
COc1ccc(C(=O)C2CCCN(Cc3ccsc3)C2)cc1OC (configuration not stated)	1	96*	1.1	-2	-1.6	-11	1	12	-0.1	-0.4	9
C=Cn1ccnc1P(=S)(c1cc(N(CC)CC)ns1)c1nccn1C=C	1.1	14	1	-5	1.2	2	1.2	x	-0.1	-0.2	12
CC(C)(C)n1cc(C(=O)c2ccc3ccccc3c2O)cn1	1	-10	1	-7	-1.3	0	0.7	-17	0.5	-0.2	5

Look-ups from the results shown.
DTT redox prof result of CC(C)OP(=O)(OC(C)C)C(O)c1cccnc1 (configuration not stated) reads -0.2
Hsp70 act result of CCCCCCCCCOc1ccc2[nH]cc(CCN)c2c1 reads 0.0
RAM inhibit result of CC(=NCCN1CCCCC1)c1c(O)n(Cc2ccccc2)c(=O)[nH]c1=O reads 0.5
L major viab result of O=C1NCN(c2ccccc2)C12CCNCC2 reads 10

Other results follow:
SMILES	PMI act	L major viab	Diaphorase act	TLR4 MyD88 comp	DTT redox prof	Diaph inh CS	PMI act satM6P	S1P3 antagonist	RAM inhibit	Hsp70 act	G6PDH counter
CC1=NN(c2ccccc2)C(=O)/C1=C/c1c(O)[nH]c(=O)[nH]c1=O	1	0	0.8	13	-1.6	22	1.1	-25	1.1	0.2	1
CC1CCC(C(=O)NC(C(=O)N2CCC3(CC2)OCCO3)C(C)C)CC1 (configuration not stated)	0.9	1	0.9	-2	2.8	11	0.9	-2	-1.2	-0.2	17
CCC(C)n1c(O)c(C=Nc2cccc(C(F)(F)F)c2)c(=O)[nH]c1=S (configuration not stated)	1	-8	0.8	-16	-0.7	21	1.1	-17	6.6	-0.4	6
CCS(=O)(=O)NCc1nnc2n1-c1ccc(Cl)cc1C(c1ccccc1)=NC2	1.1	48	1	-4	0.1	0	1.1	-10	1.2	-0.3	5
O=C(Nc1ccc(Cl)cc1C(=O)c1ccccc1)c1ccc(Br)o1	1.1	-1	1	-2	2.3	-4	1.1	x	3.0	0.4	10
CCOP(=O)(OCC)c1cccc(O)c1	1.2	-4	1.1	2	-2.3	-12	1.1	8	2.8	0.1	-4
CCn1cc(/C=c2/sc3n(c2=O)C2c4ccccc4OC(C)(N=3)C2C(=O)OC)c(C)n1 (configuration not stated)	1	5	0.8	1	-0.2	21	1	-4	-0.2	-0.4	5
Cc1cc(C)c(-n2c(O)c(/C=N/N3CCCCC3c3cccnc3)c(=O)[nH]c2=O)c(C)c1 (configuration not stated)	0.8	4	0.9	-9	0.2	10	0.9	-19	0.2	-0.4	-7
CC(=O)C1C2c3ccccc3OC1(C)N=c1s/c(=C/c3cn(C)nc3C)c(=O)n12 (configuration not stated)	1	-9	1.1	0	1.1	-7	1.1	10	2.8	0.0	6
CN(C)P(=O)(CCl)Nc1ccccc1 (configuration not stated)	1.1	-5	1	-4	0.5	-4	1.2	-4	0.1	-0.5	-2
CCc1nnc(NC(=O)CCc2nc(C3=CCN(C)CC3)no2)s1	1.2	-4	0.9	7	0.8	9	1	11	x	-0.3	6
COc1cc2c(cc1OC)C(C(=O)N1CCC3(CC1)OCCO3)C(c1ccccc1F)N(C)C2=O (configuration not stated)	1.1	-5	1	3	0.7	-3	1.1	x	2.1	0.1	0
Cc1cc(NC(=O)COC(=O)c2c(C)nn(Cc3ccccc3Cl)c2C)no1	1	6	0.9	16	0.1	12	1	x	5.1	-0.3	-3
CN1C(=O)N(C)C(=O)C2(Cc3cc([N+](=O)[O-])ccc3N(C)C2)C1=O	1	-3	0.9	6	-0.7	9	1	-4	0.6	-0.5	-7
O=c1cccc2n1CC1CC2CN(C(c2ccccc2)c2sc3ncnn3c2O)C1 (configuration not stated)	1	-7	1	10	-2.0	4	1	2	-1.1	-0.3	-6
C/C(=N\NC(=S)Nc1ccccc1)c1c(O)n(C)c(=O)n(C)c1=O	1	-10	0.9	-1	-0.1	8	1	-9	-1.4	-0.2	12
CC1(C)C(c2ccccc2)=NC(c2cccnc2)=[N+]1[O-]	1	-11	0.5	3	-2.1	47	1.1	3	0.0	-0.6	15
CC(C)CCNC(=O)c1c(N)n(Cc2ccc3c(c2)OCO3)c2nc3ccccc3nc12	0.5	18	0.6	-69	0.7	36	0.6	x	4.0	-0.5	26
O=C(CNC(=O)OCc1ccccc1)Nc1ccc(Br)cc1C(=O)c1ccccc1	0.9	-3	0.7	-7	1.7	27	0.9	x	2.0	-0.2	7
CCOC(=O)N1CCN(C(C)C(=O)c2c[nH]c3ccccc23)CC1 (configuration not stated)	1	5	0.8	-3	1.0	21	1	-19	1.2	0.3	2

Only PMI act (2 entries from above):
Compound,PMI act
CC1(C)C(c2ccccc2)=NC(c2cccnc2)=[N+]1[O-],1
CC1CCC(C(=O)NC(C(=O)N2CCC3(CC2)OCCO3)C(C)C)CC1 (configuration not stated),0.9

2 entries picked at random from those above:
SMILES	PMI act	L major viab	Diaphorase act	TLR4 MyD88 comp	DTT redox prof	Diaph inh CS	PMI act satM6P	S1P3 antagonist	RAM inhibit	Hsp70 act	G6PDH counter
CC1(C)C(c2ccccc2)=NC(c2cccnc2)=[N+]1[O-]	1	-11	0.5	3	-2.1	47	1.1	3	0.0	-0.6	15
CCOP(=O)(OCC)c1cccc(O)c1	1.2	-4	1.1	2	-2.3	-12	1.1	8	2.8	0.1	-4

Following part
SMILES	PMI act	L major viab	Diaphorase act	TLR4 MyD88 comp	DTT redox prof	Diaph inh CS	PMI act satM6P	S1P3 antagonist	RAM inhibit	Hsp70 act	G6PDH counter
O=c1[nH]c(O)c(N=Nc2cc(C(F)(F)F)ccc2Cl)c(=O)[nH]1	1	19	0.9	-13	0.0	12	1	-8	4.1	-0.3	0
CCc1c(C(=O)NN2C(=O)C3C4CCC(O4)C3C2=O)csc1C (configuration not stated)	1	-3	1	-8	-0.3	3	1	4	1.1	-0.2	11
COc1cc(/C=C2\C(=O)NC(=O)N(c3ccc(C)cc3)C2=O)cc(OC)c1O	0.8	2	0.6	3	3.7	39	0.3	-20	-0.9	0.0	48
CCOc1ccccc1-n1c(O)c(C=Nc2c(C)n(C)n(-c3ccccc3)c2=O)c(=O)[nH]c1=O	1	3	0.8	-2	-3.0	20	0.9	x	1.0	0.1	7
C/C(=N\N1CCCCC1)c1c(O)[nH]c(=O)[nH]c1=O	1	4	1	-8	0.1	0	1	-15	-0.4	-0.3	28
COc1ccc(CCNC(=O)COC(=O)Cc2ccccc2)cc1	0.9	-9	1	-9	0.4	3	1	-16	0.2	-0.2	3
CCn1c(P(C)(=O)O)nc2cc(NC(=O)c3ccccc3F)ccc21	0.9	-10	0.8	-10	-0.1	15	0.7	7	0.1	-0.2	6
Cc1ccccc1-n1c(C)cc(/C=C2/C(=O)NC(=O)N(Cc3ccco3)C2=O)c1C	1	-3	0.8	13	0.0	16	1	11	3.6	-0.1	-21
CC12CN3CC(C)(CN(C1)C31CCOCC1)C2=O	1	-7	1.1	5	-1.4	-5	1	x	1.1	-0.4	4
CCn1cc(C(=O)c2ccccc2)c2ccccc21	1	2	0.8	-13	-0.4	20	1	x	-1.2	-0.3	1
Cc1nc2ccc(Cl)cn2c1P(=S)(N1CCOCC1)N1CCOCC1	1	-5	0.8	-7	-0.2	21	1	x	2.7	-0.1	1
